# Screening results: PubChem, several laboratories
# CAL PDZ FP = inhibitors of human CAL PDZ peptide binding | 300,000 tested, 0.92% active | inhibition, % at 24.9 µM | purified CAL PDZ, TMR-peptide fluorescence polarization, 1 h | AID 602252;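 active means mean inhibition of at least 30% with at least half of replicates also reaching 30%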;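 further: 0% = DMSO neutral control and 100% = excess unlabeled competitor peptide PRC23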
# HTR5A ag ctr = HTR5A agonism, opioid heterodimer counter-screen | 340,000 tested, 0.61% active | P47898 | activation, % at 9.3 µM | HTR5A agonist assay, luminescence, cell-based; in the data active means activation mostly above about 9.5%, no sharp cut-off; inactive means mostly below about 7.6%;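 further: 0% = cells with vehicle only and 100% = reference agonist; strong numbers were not always called active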
# Target sequence (P47898 whole entry, looked up): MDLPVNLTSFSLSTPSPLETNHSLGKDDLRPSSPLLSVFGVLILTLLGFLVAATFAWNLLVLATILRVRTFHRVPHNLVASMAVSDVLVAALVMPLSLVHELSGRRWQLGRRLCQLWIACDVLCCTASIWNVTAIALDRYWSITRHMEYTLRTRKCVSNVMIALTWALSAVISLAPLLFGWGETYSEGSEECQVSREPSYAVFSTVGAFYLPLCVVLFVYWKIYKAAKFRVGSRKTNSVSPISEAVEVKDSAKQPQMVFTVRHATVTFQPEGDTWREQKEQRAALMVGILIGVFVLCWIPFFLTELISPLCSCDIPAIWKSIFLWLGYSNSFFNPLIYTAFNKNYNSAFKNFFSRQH
# HTR5A inv ctr = inverse agonist of human HTR5A in OPRM1-OPRD1 counter-screen | 340,000 tested, 0.083% active | AID 504634 | P47898 | HTR5A cell line, luminescence, inverse agonism | inhibition, % at 9.3 µM; in the data active means inhibition mostly above about 23%, no sharp cut-off; inactive means mostly below about 18%;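 further: 0% = cells with DMSO and 100% = no-cell wells with DMSO; some compounds called inactive have numbers as strong as hits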
# cardiac RTF act = increases calcium sensitivity of human cardiac regulated thin filaments | P19429+P45379 | IANBD-labeled TnC RTF fluorescence at EC20 calcium; 0% EC20 calcium, 100% full calcium | activation, % at 7.2 µM | 340,000 tested, 0.24% active | AID 493008;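 active means activation above the mean over all tested compounds plus 3 SD, cut at about 30% in these data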;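 further: rise in fluorescence read as greater calcium sensitivity of cardiac thin filaments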
# LANA DNA inh = KSHV C-LANA DNA binding inhibition; MBP-C-LANA/FAM-LBS DNA binding, fluorescence polarization; inhibition, % at 9 µM; 340,000 tested, 0.078% active; AID 504423;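 active means highest replicate inhibition at or above 60% at 9 µM, even if other replicates fall short; inactive means all replicates below 60% inhibition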;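 further: 0% = neutral control wells and 100% = 4 µM acridine orange control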
# MOR-DOR inv ag = mu-delta opioid heterodimer inverse agonism. P35372+P41143. inhibition, % at 9.3 µM. cell-based MOR-DOR heterodimer luminescence. 340,000 tested, 0.21% active. AID 504357; in the data active means inhibition above about 22%, passing the limit was not always enough;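 further: 0% = cells with DMSO and 100% = wells without cells with DMSO; values of inactives mirror those of a sister screen read the other way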
# RTF Ca sens inh = cardiac RTF calcium desensitization; P19429+P45379; IANBD-labeled cardiac RTF, Ca2+ fluorescence; inhibition, % at 7.15 µM; 340,000 tested, 0.12% active; AID 493244;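 active means inhibition above the mean inhibition of all tested compounds plus 3 SD, cut at about 17% in these data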;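 further: assay run at fixed EC70 calcium of 1.6 mM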
# V-ATPase pHluor = regulators of yeast V-ATPase proton transport | S. cerevisiae, pHLuorin cytosolic pH fluorescence | response, % at 10 µM | 350,000 tested, 0.37% active; in the data active means response mostly above about 7.3%, no sharp cut-off; inactive means mostly below about 5.4%; further: actives read high; inactives centre near 0; some compounds called inactive have numbers as strong as hits; reference of the scale not given here
# MOR-DOR ag = agonists of human mu-delta opioid receptor heterodimerization; cells, OPRM1-OPRD1 heterodimerization, luminescence; 340,000 tested, 0.3% active; P35372+P41143; activation, % at 9.3 µM; in the data active means activation above about 18%;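 further: 0% = vehicle-treated cells and 100% = reference agonist; values of inactives mirror those of a sister screen read the other way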
# Keap1-Nrf2 PPI = inhibitors of human Keap1-Nrf2 protein-protein interaction; Q14145; Keap1 Kelch-Nrf2 peptide fluorescence polarization, 1536-well; inhibition, % at 9.4 µM; 340,000 tested, 0.15% active; AID 504523; in the data active means inhibition above about 12%;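 further: human Keap1 Kelch domain with fluorescein labeled Nrf2 9mer peptide probe; 0% = neutral control wells and 100% = peptide positive control; higher means more block of Keap1 binding to Nrf2 peptide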
# Target sequence (Q14145 whole entry, looked up, the tested form may be a part): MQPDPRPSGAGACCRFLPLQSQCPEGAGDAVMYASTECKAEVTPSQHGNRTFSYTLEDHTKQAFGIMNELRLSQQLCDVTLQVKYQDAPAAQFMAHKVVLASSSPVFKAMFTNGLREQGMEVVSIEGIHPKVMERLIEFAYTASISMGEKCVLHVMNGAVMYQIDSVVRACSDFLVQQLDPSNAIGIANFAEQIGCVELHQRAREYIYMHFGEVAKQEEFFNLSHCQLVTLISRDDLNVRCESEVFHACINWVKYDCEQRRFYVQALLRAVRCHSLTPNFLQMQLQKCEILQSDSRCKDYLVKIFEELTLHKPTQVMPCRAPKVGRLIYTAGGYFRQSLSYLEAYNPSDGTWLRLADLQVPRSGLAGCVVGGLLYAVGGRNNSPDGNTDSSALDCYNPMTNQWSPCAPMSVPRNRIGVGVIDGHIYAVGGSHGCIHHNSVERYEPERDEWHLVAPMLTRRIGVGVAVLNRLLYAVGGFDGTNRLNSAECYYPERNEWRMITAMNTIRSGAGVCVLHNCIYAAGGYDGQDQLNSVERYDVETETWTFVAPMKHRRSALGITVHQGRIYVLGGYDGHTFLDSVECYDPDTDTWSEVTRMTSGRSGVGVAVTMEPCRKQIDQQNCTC
# * = called active by the depositor; x = no result given.
SMILES,CAL PDZ FP,HTR5A ag ctr,HTR5A inv ctr,cardiac RTF act,LANA DNA inh,MOR-DOR inv ag,RTF Ca sens inh,V-ATPase pHluor,MOR-DOR ag,Keap1-Nrf2 PPI
CC12CC(=O)C3C(CCC4=CC(=O)CCC43C)C1CC=C2CC(=O)O (configuration not stated),-1,0,-1,0,-1.8,12,0,-1,-2.5,3
N#Cc1c(/N=C/c2cc(Br)cs2)sc2c1CCC2,3,0,12,3,-1.0,11,2,3,-1.7,1
CC(C)Oc1ccc(-c2cc(=O)[nH]c(=O)[nH]2)cc1,4,0,0,0,1.0,5,-4,-1,-0.9,-1
c1ccc(Cn2nnnc2C(c2cccs2)N2CCOCC2)cc1 (configuration not stated),0,-3,10,4,-1.2,12,3,-1,-2.2,1
Cc1ccc(S(=O)(=O)n2cccc2CO)cc1,-4,6,0,4,2.3,12,-2,0,-2.1,-3
COc1ccccc1NC(=O)c1cc(S(=O)(=O)N2CCOCC2)ccc1Cl,2,-1,-34,10,2.1,1,-3,8,-0.2,-2
CCOc1ccc2nc(SCC(=O)N(C)C)[nH]c2c1,0,-4,-30,10,-1.2,0,-19,1,0.0,-1
Nc1c(/C=C2/C=CC(=O)C(O)=C2)c(=O)nc2sc(CC(=O)N3CCCCC3)nn12,17,-2,8,-9,108*,-4,5,-1,0.8,-3
CCOC(=O)c1ccc(NC(=O)c2ccccc2C)cc1,0,2,-42,1,-0.5,11,6,0,-2.0,-5
Cc1ccccc1N=C1NC(=O)C(CO)(CO)S1,-3,5,-13,0,-0.2,-1,-6,6,0.1,1
CC(=O)Nc1cccc(NC(=O)CCNC(=O)c2ccccc2)c1,8,-1,2,2,0.1,8,-3,-5,-1.6,-1
N#Cc1ccccc1NC(=O)COC(=O)/C=C/c1cn(-c2ccccc2)nc1-c1ccc(Cl)cc1,0,-2,5,-1,3.5,-3,-10,-1,0.7,-2
CCSc1nnc(NC(=O)c2c(C)noc2C)s1,-2,3,-7,1,2.2,22,-3,2,-4.3,0
Cc1ccc(S(=O)(=O)N2CCN(C)CC2c2ccccc2)cc1 (configuration not stated),-1,0,6,0,-0.6,1,-4,-3,-0.3,3
CN1C(=O)NC(c2ccc(C(F)(F)F)cc2)C2=C1CC(C)(C)CC2=O (configuration not stated),8,-1,3,0,-3.4,5,-10,0,-1.2,-4
CCC(=O)N(C)CCc1cc2c(c(OC)c1/C=N/NC(=O)c1ccccc1O)OCO2,-1,1,-4,0,2.1,9,-9,-1,-1.8,1
COc1ccc(CN2CCCC(N3CCN(c4ccc(OC)cc4)CC3)C2)cc1 (configuration not stated),-4,-4,17,10,-1.5,10,-2,3,-2.1,-3
COc1ccc(C(=O)Nc2cnn(Cc3ccc(Cl)cc3)c2)cc1OC,1,5,21,1,1.5,-5,3,-4,0.9,-6
O=C(O)c1cc(O)ccc1-c1ccc(O)cc1,0,-1,-5,7,0.0,5,-8,1,-0.9,7
COc1ccc(CN2C(=O)C(C)=C(C)C2OC)cc1 (configuration not stated),5,-3,11,-5,0.8,6,-9,-3,-1.4,-2
CCCCCCCN=CC1=C(O)CC(c2ccccc2)CC1=O (configuration not stated),3,3,11,7,1.9,3,-5,1,-0.6,-5
COCCN1CC(=O)N2C(c3cccc(OC)c3)c3[nH]c4ccccc4c3C[C@H]2C1=O (some centres not stated),-3,2,-7,-7,2.2,18,-1,-2,-3.9,0
COC(=O)c1ccccc1S(=O)(=O)N(Cc1cc2ccc(OC)cc2[nH]c1=O)CC1CCCO1 (configuration not stated),x,0,-5,-1,0.6,-16,-1,-1,3.0,-6
CCC(Cc1ccccc1)NC(=O)C1CCN(S(=O)(=O)c2ccc3c(c2)CC(C)N3C(C)=O)CC1 (configuration not stated),x,1,-3,-3,0.0,10,2,-1,-1.6,0
COC(=O)[C@]1(C)CCC[C@@]2(C)C3CC[C@@]4(C)C[C@]3(CCC21)CC(=O)N4C (some centres not stated),0,6,-22,-11,1.6,-24,-3,-4,4.4,-3

# Copied from the list:
# Value for CCOC(=O)c1ccc(NC(=O)c2ccccc2C)cc1 under LANA DNA inh: -0.5
# Value for CCCCCCCN=CC1=C(O)CC(c2ccccc2)CC1=O (configuration not stated) under LANA DNA inh: 1.9
# Value for Cc1ccccc1N=C1NC(=O)C(CO)(CO)S1 under V-ATPase pHluor: 6
# Value for Nc1c(/C=C2/C=CC(=O)C(O)=C2)c(=O)nc2sc(CC(=O)N3CCCCC3)nn12 under HTR5A inv ctr: 8
# Value for COCCN1CC(=O)N2C(c3cccc(OC)c3)c3[nH]c4ccccc4c3C[C@H]2C1=O (some centres not stated) under HTR5A inv ctr: -7

# At a glance, 5 of the compounds above.
SMILES,CAL PDZ FP,HTR5A ag ctr,HTR5A inv ctr,cardiac RTF act,LANA DNA inh,MOR-DOR inv ag,RTF Ca sens inh,V-ATPase pHluor,MOR-DOR ag,Keap1-Nrf2 PPI
CC12CC(=O)C3C(CCC4=CC(=O)CCC43C)C1CC=C2CC(=O)O (configuration not stated),-1,0,-1,0,-1.8,12,0,-1,-2.5,3
N#Cc1c(/N=C/c2cc(Br)cs2)sc2c1CCC2,3,0,12,3,-1.0,11,2,3,-1.7,1
CC(C)Oc1ccc(-c2cc(=O)[nH]c(=O)[nH]2)cc1,4,0,0,0,1.0,5,-4,-1,-0.9,-1
c1ccc(Cn2nnnc2C(c2cccs2)N2CCOCC2)cc1 (configuration not stated),0,-3,10,4,-1.2,12,3,-1,-2.2,1
Cc1ccc(S(=O)(=O)n2cccc2CO)cc1,-4,6,0,4,2.3,12,-2,0,-2.1,-3

# Following part:
SMILES,CAL PDZ FP,HTR5A ag ctr,HTR5A inv ctr,cardiac RTF act,LANA DNA inh,MOR-DOR inv ag,RTF Ca sens inh,V-ATPase pHluor,MOR-DOR ag,Keap1-Nrf2 PPI
COCCn1c(C)cc(C(=O)COC(=O)c2[nH]c(C)c(C(C)=O)c2C)c1C,x,-1,4,-4,-0.3,1,-1,0,-0.4,-5
Cc1cc(C)n(C(=O)c2ccc(Cn3nc(C)c(Br)c3C)o2)n1,-2,4,-7,-2,0.8,0,-2,-2,-0.1,-1
Nc1ccc2nc(SCC(=O)Nc3ccc(N4CCOCC4)c(Cl)c3)sc2c1,3,6,-17,-2,1.0,-7,-5,1,1.2,-4
O=C(CNC(=S)N(Cc1ccccc1F)C1CCCCC1)NCCCN1CCOCC1,4,-2,25,0,1.2,8,1,0,-1.6,-1
COc1cc2c3c(c1)/C(=C1/SC(=S)NC1=O)C(=O)N3C(C)(C)C=C2C,-5,1,-3,-3,1.9,6,-4,0,-1.1,2
CO/N=C/CC(=O)c1ccc(-c2ccccc2)cc1,-2,-5,5,1,0.3,-7,9,-1,1.1,-4
CCOc1cccc(OCCCCN2CCCCC2)c1,-3,0,-16,1,0.5,15,1,0,-3.0,-2
CC(NC(=O)C(C)N1CCN(Cc2ccccc2)CC1)c1ccc(F)cc1 (configuration not stated),-4,-1,11,-3,0.5,-7,-20,2,1.4,1
Cc1cccc(CCNS(=O)(=O)c2ccc(S(=O)(=O)N3CCC(C)CC3)cc2)c1,x,1,2,1,0.8,-21,-6,4,4.0,-7
CCCCn1c(N)c(N(Cc2ccccc2OC)C(=O)CSCC(=O)Nc2cccc(C)c2)c(=O)[nH]c1=O,-5,-1,4,5,0.1,11,-2,0,-1.9,1
CN(C)S(=O)(=O)Oc1cccc(C(=O)Nc2ccccc2Cl)c1,3,4,4,4,-0.6,13,-10,2,-2.2,-6
O=[N+]([O-])c1ccc(N/N=C2\CC3CC=CC23)cc1 (configuration not stated),-5,2,-5,-6,-4.8,-6,-6,8,1.2,2
CCc1ccccc1NC(=O)COc1cccc2ccc(C)nc12,5,2,-20,0,2.0,13,4,-1,-2.5,-1
O=C(NCc1cccs1)C1CCN(S(=O)(=O)c2ccccc2F)CC1,7,5,-11,2,-0.4,1,-4,2,-0.3,-5
Cc1ccc(C(C)NC(=O)c2ccncc2)cc1C (configuration not stated),0,7,-26,0,-1.4,2,-8,-5,-0.4,1
COc1ccc2c(c1OC)C(=O)OC2N1C(=O)CC[C@H]1C(=O)NCC1CCCO1 (some centres not stated),5,-2,-20,2,0.6,12,-5,-1,-2.5,-6
CCN1C(=O)[C@@H]2[C@@H](c3ccc(SC4CCCCC4)cc3)N3CCC[C@@]3(C(=O)OC)[C@@H]2C1=O,-1,3,-12,-2,-0.4,-8,-3,4,1.4,-8
CCOc1ncccc1C(=O)OCC(=O)c1c[nH]c2ccccc12,-6,-2,4,-1,-1.2,1,0,2,-0.3,-2
Cc1cccc(NC(=S)N2N=CCC2c2ccccc2)c1 (configuration not stated),-1,2,-4,1,-2.1,3,-3,-6,-0.6,-1
CCOC(=O)c1c(C)n(C)c2ccc(OC)c(NC(=O)CN3CCN(C4CCCCC4)CC3)c12,-4,-2,9,-3,1.3,11,13,-2,-2.3,0
Cc1ccc(S(=O)(=O)N(C)CC(=O)Nc2ncccc2C)cc1,-4,1,-4,2,-13,-10,5,-2,1.5,-3
COc1ccccc1CC(=O)c1ccc(OCc2ccccc2)cc1,-3,0,-25,-4,-0.1,-1,4,2,0.1,-2
COc1ccc(-n2nc(C(=O)N3CCC(N4CCCCC4)CC3)c3c4ccccc4n(C)c3c2=O)cc1,1,-2,8,3,-0.5,18,-2,-1,-3.5,-4
COc1ccc(CN(C)c2ncnc3sccc23)c(OC)c1OC,-1,-1,2,0,-0.6,4,0,-4,-0.7,7
O=c1oc2cc(Oc3c([N+](=O)[O-])cc(C(F)(F)F)cc3[N+](=O)[O-])ccc2c2c1CCCC2,3,2,-2,2,-2.8,1,-8,-1,-0.3,-8
# (listing goes on)
SMILES,CAL PDZ FP,HTR5A ag ctr,HTR5A inv ctr,cardiac RTF act,LANA DNA inh,MOR-DOR inv ag,RTF Ca sens inh,V-ATPase pHluor,MOR-DOR ag,Keap1-Nrf2 PPI
COC(=O)c1cc(NS(=O)(=O)c2ccc(NC(C)=O)cc2)ccc1Cl,-4,5,-14,-3,0.3,13,5,2,-2.4,4
Cc1ccc(NC(=O)CSCc2cc(=O)n3ccsc3n2)cc1,x,0,-25,-3,-0.8,14,-6,1,-2.7,0
N/C(=N\OC(=O)CCCOc1ccccc1)c1ccc(Br)cc1,-4,3,-5,-5,0.0,5,2,-3,-0.8,2
Cc1nnc(SCC(=O)NCC2CCCO2)n1-c1ccccc1 (configuration not stated),-2,-1,-9,3,2.7,5,-3,2,-0.8,-4
O=C(O)c1cccc(S(=O)(=O)N(Cc2ccccc2)c2ccccc2)c1,x,-2,-23,2,-0.1,5,-8,-1,-0.9,2
Cc1nn(CC(=O)NCc2ccccc2)c(C)c1[N+](=O)[O-],-4,-3,-8,0,-0.6,8,-14,2,-1.3,-4
COc1ccc2c(c1)-c1nc(/N=C/c3ccccc3O)sc1CC2,-2,-3,8,8,-0.1,-6,-4,-1,1.3,1
CSc1ccc(/C=C/C(=O)OCC(=O)c2ccc[nH]2)cc1,-2,13*,13,0,0.9,-5,-3,7,1.3,-2
CN(Cc1ccccc1)c1ncc(C=O)s1,-3,2,-4,2,-0.4,8,6,2,-1.6,-1
